LmPK inhibitor = inhibitors of Leishmania mexicana pyruvate kinase; 0.37% of 290,000 active; purified LmPK, Kinase-Glo ATP luminescence, 1 h; AID 1721; Q27686; Potency, µM (series often up to 57.5 µM), without a hit: at the top dose activity change, negative = inhibition, hits mostly inhibitors
Target sequence (Q27686 whole entry, looked up): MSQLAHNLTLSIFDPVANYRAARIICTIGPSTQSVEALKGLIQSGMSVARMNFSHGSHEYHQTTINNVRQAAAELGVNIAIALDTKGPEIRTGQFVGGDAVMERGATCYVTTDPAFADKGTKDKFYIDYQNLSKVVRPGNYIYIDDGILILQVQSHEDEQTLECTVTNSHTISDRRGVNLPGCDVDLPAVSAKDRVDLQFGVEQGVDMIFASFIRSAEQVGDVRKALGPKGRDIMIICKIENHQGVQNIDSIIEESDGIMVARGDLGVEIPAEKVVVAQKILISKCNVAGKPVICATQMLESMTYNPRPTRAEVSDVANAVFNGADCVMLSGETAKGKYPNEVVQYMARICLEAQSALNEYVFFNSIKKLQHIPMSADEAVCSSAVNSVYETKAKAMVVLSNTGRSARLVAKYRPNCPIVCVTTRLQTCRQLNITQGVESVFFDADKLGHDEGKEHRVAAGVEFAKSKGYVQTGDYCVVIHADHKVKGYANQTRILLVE
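Pyruvate kinase activity monitored as ATP production (luciferase luminescence). Conditions: 0.1 nM enzyme, 0.5 mM PEP, 0.1 mM ADP, 1 h, RT; normalized against uninhibited and no-enzyme wells.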
AmpC detergent = AmpC beta-lactamase inhibition with detergent present; Potency, µM (highest dose often 114 µM), for the others: at the top dose activity change, negative = inhibition, usual class: inhibitors; AID 485294; AmpC hydrolysis of nitrocefin, absorbance 480 nm, 0.01% Triton; P00811; 0.041% of 370,000 active;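 note: 0% = no-compound wells and -100% = no-enzyme wells; nearly all actives have a fitted effect of over 25% in size; some results filed as inactive show a strong effect at the top dose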
Target sequence (P00811 whole entry, looked up): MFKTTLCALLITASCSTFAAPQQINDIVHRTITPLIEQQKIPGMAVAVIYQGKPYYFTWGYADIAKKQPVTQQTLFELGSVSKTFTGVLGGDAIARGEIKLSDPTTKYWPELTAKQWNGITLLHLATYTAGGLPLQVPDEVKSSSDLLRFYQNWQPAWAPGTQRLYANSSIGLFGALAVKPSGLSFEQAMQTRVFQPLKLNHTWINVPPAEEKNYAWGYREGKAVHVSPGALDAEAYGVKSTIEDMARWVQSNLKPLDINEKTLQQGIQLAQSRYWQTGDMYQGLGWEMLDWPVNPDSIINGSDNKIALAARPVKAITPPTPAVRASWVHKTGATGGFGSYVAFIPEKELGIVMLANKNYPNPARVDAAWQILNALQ
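20 mM phosphate pH 7.0 + 0.01% (detergent screen) or 0.0001% Triton X-100; 5.3 nM AmpC reagent; cpd preinc 15 min RT; nitrocefin (800 uM stock) to start; A480 q20 s × 4 min; Activity was normalised to no-enzyme and no-compound control wells.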
TbPYK inhibitor = T. brucei pyruvate kinase inhibition | Q57TT1 | TbPYK enzyme, Kinase-Glo Plus ATP luminescence, 45 min | Potency, µM (doses to about 76.8 µM), for inactives: at the top dose activity, negative = inhibition, usual class: inhibitors | 0.12% of 410,000 active; note: nearly all actives have a fitted effect of over 50% in size
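T. brucei PYK with substrate was exposed to pin-transferred compounds across a concentration series, then started with 130 uM ADP (final). After 45 min at room temperature, Kinase-Glo Plus luminescence was read, normalized and curve-fitted.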
* = called active by the depositor; u = inconclusive; x = no result given; & = joins results of further samples; [ ] = another dose, or the depositor's remark. Calls come from the whole dose curve; as a rule, active = well fitted curve in the direction sought with a large enough effect; inconclusive = small, poorly fitted or top-dose-only effect, or another doubt; inactive = no such curve, though single readings can be large; an effect the other way counts as inactive or inconclusive. Unless noted, % is set by controls: 0 for no effect and ±100 for the full control effect; potency is the fitted concentration of half-maximal effect. The list is partial; the hit share may differ from the screen's.

SMILES	LmPK inhibitor	AmpC detergent	TbPYK inhibitor
COC(=O)C1=C(C(=O)OC)[C@@H]2N(C)c3ccccc3[C@@]23C[C@@H](C(=O)OC)N(S(=O)(=O)c2ccc4c(c2)OCCN4C)C3=N1	-1%[11.5 µM]	x	x
CC1(OC(=O)C2CCCC2)C(=O)C=C2C=C3CCCN3C=C2C1=O (stereo not drawn)	-6%[11.5 µM]	x	x
COc1ccc(NC(=O)N2CCc3nc(COc4ccccc4)c4c(c3C2)CO[C@@H](C)C4)cc1	-4%[11.5 µM]	x	x
COC(=O)CCCC1=CC2=CC(=O)C(C)(OC(=O)c3cccs3)C(=O)C2=CN1c1ccc(CO)cc1 (stereo not drawn)	0%[11.5 µM]	x	x
CCN(CC)CCCN1C=C2C(=O)C(C)(OC(=O)c3cccs3)C(=O)C=C2C=C1CCCC(=O)OC (stereo not drawn)	3%[11.5 µM]	x	x
C[C@H]1Cc2c(-c3ccccc3)nc3c(c2CO1)CN(C(=O)NCCc1c[nH]c2ccccc12)CC3	-4%[11.5 µM]	x	x
COC(=O)CCC(=O)OC1(C)C(=O)C=C2C=C(C3CC3)N(c3ccc(OC)cc3)C=C2C1=O (stereo not drawn)	-7%[11.5 µM]	x	x
COc1ccc(-c2nc3c(c4c2C[C@H](c2ccccc2)OC4)CN(C(=O)C2CC2)CC3)c(C)c1	-7%[11.5 µM]	x	x
COC(=O)C1=C(C(=O)OC)[C@@H]2N(Cc3ccccc3)c3ccccc3[C@@]23C[C@@H](C(=O)OC)N(S(=O)(=O)c2ccc([N+](=O)[O-])cc2)C3=N1	-8%[11.5 µM]	x	x
COC(=O)C1=C(C(=O)OC)[C@@H]2Nc3ccccc3[C@@]23C[C@@H](C(=O)OC)N(S(=O)(=O)c2ccc4c(c2)OCCN4C)C3=N1	-4%[11.5 µM]	x	x
C[C@H](NC(=O)N1CCc2nc(-c3ccccc3)c3c(c2C1)CO[C@@H](C)C3)c1ccccc1	-4%[11.5 µM]	x	x
CCCCc1cc2c(cn1)=C(OC(=O)c1cccs1)C(C)(OC(=O)CC)C(=O)C=2 (stereo not drawn)	3%[11.5 µM]	x	x
CC#CCN1c2ccccc2[C@]23C[C@@H](C(=O)OC)N(S(=O)(=O)c4ccc(OC)cc4)C2=NC(C(=O)OC)=C(C(=O)OC)[C@H]13	0%[11.5 µM]	x	x
CCCCCCCC1=Cc2ccc(F)cc2C(C(C(=O)OC)C(=O)OC)N1C(=O)OC (stereo not drawn)	-2%[11.5 µM]	x	x
COC/C=C/C1=CC2=CC(=O)C(C)(OC(=O)c3cnc4ccccc4n3)C(=O)C2=CN1c1cccc(C#N)c1 (stereo not drawn)	0%[11.5 µM]	x	x
C=CC1=C2C=C(C3CC3)N(Cc3ccccc3)C=C2C(=O)C(C)(OC(=O)c2ccco2)C1=O (stereo not drawn)	-6%[11.5 µM]	x	x
C=CCNC(=O)N1CCc2nc(CCCC)c3c(c2C1)CO[C@@H](C)C3	0%[11.5 µM]	x	x
C[C@H]1Cc2c(COc3ccccc3)nc3c(c2CO1)CN(C(=O)c1cc(I)ccc1F)CC3	-4%[11.5 µM]	x	x
C[C@H]1Cc2c(-c3ccccc3)nc3c(c2CO1)CN(S(=O)(=O)c1ccc2c(c1)OCCN2C)CC3	-2%[11.5 µM]	x	x
COC(=O)C1=C(C(=O)OC)[C@@H]2N(Cc3ccccc3)c3ccccc3[C@@]23C[C@@H](C(=O)OC)N(S(=O)(=O)c2ccc(Br)cc2)C3=N1	-4%[11.5 µM]	x	x
CCCCCCCC1=Cc2ccccc2C(CC(C)=O)N1C(=O)OC (stereo not drawn)	-14%[11.5 µM]	x	x
COC/C=C/C1=CC2=CC(=O)C(C)(OC(=O)c3cnc4ccccc4n3)C(=O)C2=CN1CCc1c[nH]c2ccccc12 (stereo not drawn)	-4%[11.5 µM]	x	x
COC(=O)C1=C(C(=O)OC)[C@@H]2Nc3ccccc3[C@@]23C[C@@H](C(=O)OC)N(S(=O)(=O)c2ccc(C(F)(F)F)cc2)C3=N1	-4%[11.5 µM]	x	x
COC(=O)N1C(C)=Cc2ccccc2C1C/C(C)=C/C(C)=O (stereo not drawn)	-1%[11.5 µM]	x	x
COC(=O)CCCC1=CC2=C(c3ccccc3)C(=O)C(C)(OC(=O)C3CCCC3)C(=O)C2=CN1CCCOC(C)C (stereo not drawn)	-1%[11.5 µM]	x	x
C[C@H]1Cc2c(COc3ccccc3)nc3c(c2CO1)CN(S(=O)(=O)c1ccc2c(c1)OCCN2C)CC3	-2%[11.5 µM]	x	x
CCCCc1nc2c(c3c1C[C@H](C)OC3)CN(S(=O)(=O)c1ccc(NC(C)=O)cc1)CC2	-2%[11.5 µM]	x	x
C[C@H]1Cc2c(COc3ccccc3)nc3c(c2CO1)CN(C(=O)c1cccnc1)CC3	-5%[11.5 µM]	x	x
CCCCc1nc2c(c3c1C[C@H](C)OC3)CN(S(=O)(=O)c1c(C)noc1C)CC2	-1%[11.5 µM]	x	x
CC#CCN1c2ccccc2[C@]23C[C@@H](C(=O)OC)N(S(=O)(=O)c4ccc(C#N)cc4)C2=NC(C(=O)OC)=C(C(=O)OC)[C@H]13	1%[11.5 µM]	x	x
CCOC(=O)CCCNC(=O)N1CCc2nc(-c3ccc(OC)cc3C)c3c(c2C1)CO[C@@H](c1ccccc1)C3	-3%[11.5 µM]	x	x
C[C@H]1Cc2c(COc3ccccc3)nc3c(c2CO1)CN(C(=O)c1ccco1)CC3	3%[11.5 µM]	x	x
COc1ccc(C(=O)/C=C/c2cn(CC(O)CN(CC(C)C)CC(C)C)c3ccccc23)cc1OC (stereo not drawn)	x	-1%	x
CCCCOc1ccccc1CC1C(=O)Nc2ccc(Br)cc21 (stereo not drawn)	x	20%	x
Cc1ccc(C)c(OCCn2c(CCNC(=O)C3CCCCC3)nc3ccccc32)c1	x	1%	x
Oc1c(C(c2cccs2)N2CCN(c3ccccc3)CC2)ccc2cccnc12 (stereo not drawn)	2%	-2%	x
CN(C)c1ncc2nc(-c3cccs3)c(=O)n(C3CC3)c2n1	x	x	0%
OC[C@H](S)CS	x	x	-1%
CCCN(CC)[C@@H](CC)C(=O)Nc1c(C)cccc1C	x	x	2%
C=C(Nc1ccc(OCC)cc1)Nc1ccc(OCC)cc1	x	x	1%&0%
CS(=O)(=O)N1CCC[C@@]2(CCN(c3ncccn3)C2)C1	x	x	0%
O=[N+]([O-])OC1CO[C@H]2C(O[N+](=O)[O-])COC12 (stereo partly drawn)	x	x	-1%
CC(=O)N[C@@H]1CCSC1=O	x	x	-9%[33.2 µM]
COc1ncc2nc(-c3cccc(C#N)c3)c(=O)n(CCC#N)c2n1	x	x	-6%
COc1cc2c(cc1OC)C(C(C(=O)N(CCc1ccc(OC)c(OC)c1OC)CCc1ccc(OC)c(OC)c1OC)c1ccccc1)=NCC2 (stereo not drawn)	x	x	3%
O=C(Nc1ccccc1)N1CCCC2(CCN(C(=O)c3cccc(F)c3)CC2)C1	x	x	2%
O=C(c1cnccn1)N1CCC[C@@]2(CCN(c3ncccn3)C2)C1	x	x	0%
COC(=O)N1CCC2(CC1)CN(c1ccc(-c3ccccc3)cc1)C2	x	x	-8%
C/C(=C(/CCOC(=O)C(C)C)SS/C(CCOC(=O)C(C)C)=C(\C)N(C=O)Cc1cnc(C)nc1N)N(C=O)Cc1cnc(C)nc1N	x	x	-5%
O=C(c1cnccn1)N1CCC[C@@]2(CCN(Cc3nccs3)C2)C1	x	x	-4%

Remaining list, next part:
SMILES	LmPK inhibitor	AmpC detergent	TbPYK inhibitor
CC1NCCOC1c1ccccc1 (stereo not drawn)	x	x	-9%
CCN(CC)Cc1nccn1-c1ccc([N+](=O)[O-])cc1C(=O)c1ccccc1Cl	x	x	4%
COc1ccc(-c2nc3cnc(OC)nc3n(Cc3cccc(OC)c3)c2=O)cc1	x	x	-4%
O=C(c1cnccn1)N1CCC2(CC1)CCN(c1ccncc1)CC2	x	x	0%
CCCCCCCC[N+](C)(C)CCCCCCCC	x	x	-8%&-5%
Cn1cccc1C(=O)N1CCC2(CCN(Cc3nccs3)CC2)CC1	x	x	1%
Cc1ccc(N=CN(C)C=Nc2ccc(C)cc2C)c(C)c1	x	x	-2%
Cc1ccccc1N1C(=O)c2cc(N)ccc2N/C1=C\F	x	x	-5%
COc1ccc(-c2nc3cnc(N4CCNCC4)nc3n(Cc3ccc(F)cc3)c2=O)cc1	x	x	2%
C/C(=C\c1csc(C)n1)[C@@H]1C[C@@H]2O[C@]2(C)CCC[C@H](C)[C@H](O)[C@@H](C)C(=O)C(C)(C)[C@@H](O)CC(=O)O1	x	x	-7%
CCCCC(=O)N(Cc1ccc(-c2ccccc2-c2nn[nH]n2)cc1)C(C(=O)O)C(C)C (stereo not drawn)	x	x	1%
[O-][n+]1ccccc1SSc1cccc[n+]1[O-]	x	x	u
CC(=O)Oc1cccc(C(=O)O)c1OC(C)=O	x	x	2%
O=C(c1csnn1)N1CCC[C@@]2(CCN(c3ccccn3)C2)C1	x	x	-7%
Cc1cncc(C(=O)O)[n+]1[O-]	x	x	-6%
CCc1ccc(S(=O)(=O)O)cc1	x	x	2%
COc1ccc(Oc2ncc3nc(CCc4ccccc4)c(=O)n(C4CC4)c3n2)cc1	x	x	-5%
Cc1cc2c(OCC(CNC(C)(C)C)OC(=O)c3ccccc3)cccc2[nH]1 (stereo not drawn)	x	x	-4%
CC(C)CN1CCCC2(CCN(C(=O)c3cccc(F)c3)CC2)C1	x	x	-10%
COCCn1c(=O)c(-c2cn(C)c3ccccc23)nc2cncnc21	x	x	0%

A draw from above in order of SMILES length, smallest number first:
SMILES	LmPK inhibitor	AmpC detergent	TbPYK inhibitor
COC(=O)N1C(C)=Cc2ccccc2C1C/C(C)=C/C(C)=O (stereo not drawn)	-1%[11.5 µM]	x	x
COCCn1c(=O)c(-c2cn(C)c3ccccc23)nc2cncnc21	x	x	0%
O=C(c1cnccn1)N1CCC[C@@]2(CCN(c3ncccn3)C2)C1	x	x	0%
Cc1ccc(C)c(OCCn2c(CCNC(=O)C3CCCCC3)nc3ccccc32)c1	x	1%	x
CCCCCCCC1=Cc2ccc(F)cc2C(C(C(=O)OC)C(=O)OC)N1C(=O)OC (stereo not drawn)	-2%[11.5 µM]	x	x
CCCCC(=O)N(Cc1ccc(-c2ccccc2-c2nn[nH]n2)cc1)C(C(=O)O)C(C)C (stereo not drawn)	x	x	1%
COc1ccc(NC(=O)N2CCc3nc(COc4ccccc4)c4c(c3C2)CO[C@@H](C)C4)cc1	-4%[11.5 µM]	x	x
C=CC1=C2C=C(C3CC3)N(Cc3ccccc3)C=C2C(=O)C(C)(OC(=O)c2ccco2)C1=O (stereo not drawn)	-6%[11.5 µM]	x	x
COc1ccc(-c2nc3c(c4c2C[C@H](c2ccccc2)OC4)CN(C(=O)C2CC2)CC3)c(C)c1	-7%[11.5 µM]	x	x
C[C@H]1Cc2c(-c3ccccc3)nc3c(c2CO1)CN(S(=O)(=O)c1ccc2c(c1)OCCN2C)CC3	-2%[11.5 µM]	x	x
C[C@H]1Cc2c(COc3ccccc3)nc3c(c2CO1)CN(S(=O)(=O)c1ccc2c(c1)OCCN2C)CC3	-2%[11.5 µM]	x	x
COC(=O)C1=C(C(=O)OC)[C@@H]2Nc3ccccc3[C@@]23C[C@@H](C(=O)OC)N(S(=O)(=O)c2ccc(C(F)(F)F)cc2)C3=N1	-4%[11.5 µM]	x	x

Continued:
SMILES	LmPK inhibitor	AmpC detergent	TbPYK inhibitor
O=c1cc(CO)occ1O	x	x	4%
NC1=NCC2c3ccccc3Cc3ccccc3N12 (stereo not drawn)	x	x	0%
CC(C)N1CCN(c2ccc(OC[C@@H]3CO[C@@](Cn4cncn4)(c4ccc(Cl)cc4Cl)O3)cc2)CC1	x	x	-3%[33.2 µM]
Cc1ccc(S(=O)(=O)NCl)cc1	x	x	5%
COc1ccc(NC(=O)N2CCC3(CC2)CCN(C(=O)c2csnn2)CC3)cc1	x	x	1%
CC(C)(C)C(=O)OCOP(=O)(COCCn1cnc2c(N)ncnc21)OCOC(=O)C(C)(C)C	x	x	u
CCc1ncnc2cc(OC)c(OC)cc12	x	x	3%
Oc1ccccc1-c1ccccc1	x	x	-2%
COCC(=O)N1CCC2(CC1)CN(c1ccncc1)C2	x	x	-7%
CS(=O)(=O)OCCCNCCCOS(C)(=O)=O	x	x	-11%
NC(=O)N[C@H]1NC(=O)NC1=O	x	x	-5%[33.2 µM]
Cc1cc(O)cc2c1O[C@](C)(CCC[C@H](C)CCC[C@H](C)CCCC(C)C)CC2	x	x	6%
CNC(C)[C@@H](O)c1ccc(O)cc1 (stereo partly drawn)	x	x	2%
O=C(Nc1cccc(F)c1)N1CC2(CCN(C(=O)c3cc(C(F)(F)F)cc(C(F)(F)F)c3)CC2)C1	x	x	1%
CN(C)c1ncc2nc(-c3cc(F)cc(F)c3)c(=O)n(Cc3cccs3)c2n1	x	x	1%
N#CCCn1c(=O)c(-c2ccccc2)nc2cnc(Oc3ccccc3)nc21	x	x	0%

Bioassay records from PubChem BioAssay.
